IMP-1 inh = IMP-1 metallo-beta-lactamase inhibitors, primary screen, biochemical, epi-absorbance readout, Pseudomonas aeruginosa enzyme; AID 1556, 2009; metallo-beta-lactamase IMP-1 (Pseudomonas aeruginosa); purified IMP-1, nitrocefin hydrolysis, epi-absorbance fluorescence; inhibition, % at 5.6 µM; 0.45% of 290,000 active;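 active means inhibition above the mean plus 3 SD of all compounds in the same screening run, cut at about 4.5% in these data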;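 further: 0% = IMP-1 with DMSO and 100% = DMSO wells lacking enzyme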
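System: Purified recombinant IMP-1 metallo-beta-lactamase enzyme | Measured by: Fluorescence quenching readout, ex 480/em 530 nm | Replication: Singlicate | Incubation: 15 min preincubation plus 25 min reaction at 25 °C | Evaluation: Percent inhibition from optical density relative to buffer-blank wells | Benchmarks: DMSO with and without IMP-1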
MEKK2 mut-MEK5 = MEK5 binding signal on mutant MEKK2 PB1, primary screen, biochemical, multiplex bead flow cytometry, Alexa488-MEK5; Alexa488-MEK5 binding to MEKK2 mutant; percent response, % at 10 µM; 0.35% of 290,000 active; in the data active means percent response above about 24%, passing the limit was not always enough; further: inactives centre near 1; some results filed as inactive read as strong as hits
MEKK2wt PB1 HTS = modulators of MEK5 binding to wildtype MEKK2, primary screen, biochemical, multiplex bead flow cytometry, Alexa488-MEK5. binding response (% of control), % at 10 µM. Mitogen-activated protein kinase kinase kinase 2 (Homo sapiens), Q9Y2U5. AID 1531, 2009. Alexa488-MEK5 binding to MEKK2 WT; actives lie on both sides. 1.1% of 290,000 active; in the data active means binding response below about 67% or above about 130%
NS3 helicase inh = inhibitors of HCV NS3 helicase, primary screen, biochemical, Cy5 molecular beacon fluorescence; Hepatitis C virus NS3 helicase; NS3 helicase DNA unwinding; inhibition, % at 10.9 µM; 0.56% of 290,000 active; AID 1800, 2009;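 active means inhibition above the mean of all tested compounds plus 3 SD, set per campaign, cut at about 35% in these data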;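 further: 0% = DMSO wells and 100% = thioflavine S control wells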
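Assay system – hepatitis C virus NS3 helicase domain fragment enzyme · Buffer or medium – MOPS pH 6.5, MgCl2, DTT, Tween20, BSA · Reagent – Cy5/quencher beacon DNA duplex and ATP to start · Compound – single 10.9 µM dose · Timing – 1 h at 25 °C · Technique – Cy5 beacon fluorescence read at start and 1 h · Measure – % inhibition of unwinding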
NALP1 yeast inh = NALP1 inflammasome inhibitors in reconstituted yeast, colorimetric, S. cerevisiae, triplicate retest; S. cerevisiae NALP1/ASC/caspase-1 growth, X-gal OD620, 72 h; inhibition, % at 10 µM; 0.61% of 280,000 active; AID 2071, 2009; in the data active means inhibition mostly above about 24%, no sharp cut-off; inactive means mostly below about 32%; further: some compounds called inactive have numbers as strong as hits
VIM-2 inhibitor = VIM-2 metallo-beta-lactamase inhibitors, primary screen, biochemical, epi-absorbance readout, Pseudomonas aeruginosa enzyme. AID 1527, 2009. 0.89% of 290,000 active. purified VIM-2, nitrocefin hydrolysis, epi-absorbance fluorescence. inhibition, % at 5.6 µM;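 active means inhibition above the mean of all tested compounds plus 3 SD, cutoff set per screening run, cut at about 7.5% in these data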;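 further: red hydrolysis product quenches plate fluorescence so inhibitors raise well fluorescence; 0% = enzyme with DMSO and 100% = DMSO without enzyme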
PfM18AAP inh = PfM18AAP inhibitors, malaria aminopeptidase, primary screen, biochemical, QFRET, recombinant enzyme | H-Glu-NHMec fluorogenic cleavage | M18 aspartyl aminopeptidase (Plasmodium falciparum 3D7) | 1.2% of 290,000 active | inhibition, % at 7.35 µM;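 active means inhibition above the campaign mean inhibition over all tested compounds plus 3 SD, cut at about 28% in these data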;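 further: 0% = plate median of test compound wells and 100% = 2 mM ZnCl2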
DNA FID counter = compounds displacing fluorescent DNA intercalator, primary screen, artefact control for HCV NS3 helicase inhibitor project, biochemical, FID fluorescence; DNA fluorescent intercalator displacement; inhibition, % at 7.9 µM; 0.17% of 290,000 active; in the data active means inhibition above about 37%;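 further: 0% = vehicle and 100% = reference compound; higher means more ethidium bromide displaced from hairpin DNA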
UBC9 SUMO inh = inhibitors of in vitro SUMOylation cascade, primary screen, biochemical, HTRF, uHTS; inhibition, % at 35 µM; AID 2006, 2009; 0.36% of 290,000 active; HTRF SUMOylation assay, SAE1/SAE2 + UBC9; SUMO-conjugating enzyme UBC9 (Homo sapiens), P63279; in the data active means inhibition above about 50%, passing the limit was not always enough; further: strong numbers were not always called active
Target sequence (P63279 whole entry, looked up): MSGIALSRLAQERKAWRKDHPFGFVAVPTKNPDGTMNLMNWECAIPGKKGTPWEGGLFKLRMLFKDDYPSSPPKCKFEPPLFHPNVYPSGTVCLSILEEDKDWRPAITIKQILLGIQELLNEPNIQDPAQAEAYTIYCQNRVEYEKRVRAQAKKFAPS
Starred values were filed as active, the others as inactive; x = not tested or not shown; & = joins results of further samples.

Under each structure: IMP-1 inh	MEKK2 mut-MEK5	MEKK2wt PB1 HTS	NS3 helicase inh	NALP1 yeast inh	VIM-2 inhibitor	PfM18AAP inh	DNA FID counter	UBC9 SUMO inh
1) C/C(=N\NC(=O)CCCNc1ccc(C)cc1)c1ccccn1
  -1.6	-1	100	12	28	-3.8	-1	-6	-5
2) COc1ccc(C2(CNS(=O)(=O)c3ccc(C)cc3)CCOCC2)cc1
  -3.4	2	110	4	x	-1.2	-6	-8	25
3) CCOCCCN(CCC#N)C(=O)C1CCN(S(=O)(=O)c2ccc(-n3cnnn3)cc2)CC1
  -2.5	-2	99	3	12	-0.1	-1	-13	6
4) O=C(Nc1cccc(NC(=O)c2ccc(-c3ccc(Br)cc3)o2)c1)c1ccccc1
  -1.5	3	115	3	4	-1.2	5	2	20
5) O=[N+]([O-])c1ccc(OCCOCCOc2ccc([N+](=O)[O-])cc2)cc1
  0.4	-5	82	4	x	0.8	4	-5	-18
6) O=S(=O)(NC1CCCCC1Sc1ncccn1)c1ccccc1 (stereo not drawn)
  -0.8	-1	102	1	0	-1.3	1	-4	-15
7) O=S(=O)(NCc1ccco1)c1cnc(Cl)c(Cl)c1
  -1.6	6	97	-3	3	-1.4	-13	-3	11
8) O=C(CCN1CCCCC1)Nn1c(=S)[nH]c2ccccc2c1=O
  -1.3	-8	97	7	-11	-3.9	1	3	-21
9) Cc1ccc(Nc2nc(-c3cccs3)cs2)nc1
  -3.3	0	103	-4	-17	-3.5	2	-5	-6
10) COc1cc(C(=S)N2CCOCC2)ccc1OC(=O)c1cc([N+](=O)[O-])cc([N+](=O)[O-])c1
  -4.6	10	100	0	13	-2.3	4	-2	-12
11) O=C(c1cccc(F)c1)N1CCN(S(=O)(=O)c2ccccc2)CC1
  1.8	0	99	17	-15	-1.0	-8	-9	6
12) CCc1ccc(CC2S/C(=C(\C#N)C(C)=O)NC2=O)cc1 (stereo not drawn)
  -0.4	-1	103	19	6	2.2	-1	-29	15
13) COc1ccc(-c2cc(C(F)(F)F)nc(SCC(=O)Nc3cc(C)on3)n2)cc1
  -2.6	-4	102	2	24	-5.5	-1	-2	7
14) CCOC(=O)NC(NCc1ccccc1Cl)(C(F)(F)F)C(F)(F)F
  -0.4	8	130	9	-16	1.5	-7	-2	13
15) O=C(CNC(=S)N(CCCN1CCOCC1)Cc1cccs1)N1CCCC1
  -1.8	1	106	-5	8	-1.4	-1	2	9
16) O=c1sc2ccccc2c(N2CCCC2)c1[N+](=O)[O-]
  -2.8	10	105	5	19	-0.5	9	0	-1
17) CCc1ccc2c(Cl)c(C(=O)N/N=C/c3c[nH]c4ccccc34)sc2c1
  -3.3	0	93	-10	5	-7.4	7	-2	-10
18) Cc1ccc(S(=O)(=O)CCSc2n[nH]c(=O)n2-c2ccc3c(c2)OCCO3)cc1
  -2.3	11	103	10	x	-1.8	-2	-25	16
19) N#Cc1nc(COc2ccccc2Cl)oc1NCc1ccc(F)cc1
  0.7	1	101	-9	22	-0.7	-3	-10	9
20) Cc1ccc(/C=N/N2CCN(c3ccccc3)CC2)cc1
  -1.8	2	100	-14	21	-2.5	-1	-2	-2
21) CCOC(=O)c1c(Nc2ccccc2OCCOC)n[nH]c1C
  -2.5	3	95	15	-22	-1.9	6	-24	-10
22) O=C(CCn1nnc2ccccc2c1=O)N[C@H](C(=O)O)c1ccccc1
  -2.9	3	102	-1	20	-3.1	0	-13	20
23) CC1(C)CC(=NOC(=O)c2ccccc2)CC(C)(C)N1O
  -1.8	4	112	8	29	-1.5	-6	-2	-3
24) O=C(NCCCn1ccnc1)C(=O)NCC1OCCN1S(=O)(=O)c1ccc(F)cc1 (stereo not drawn)
  10*	16	112	0	10	-1.9	3	1	-8
25) O=C(OCC(=O)N1CCN(c2ccccc2)CC1)c1ccc2ccccc2n1
  -2.1	2	107	-3	-2	-1.5	2	-26	-9
26) COc1cccc(N2CC(C(=O)Nc3nnc(SCC(=O)Nc4cc(C)on4)s3)CC2=O)c1 (stereo not drawn)
  -2.8	3	98	-1	1	-3.0	8	-2	45
27) CC1(C)Cc2ccccc2C(N/N=C/c2ccc([N+](=O)[O-])cc2)=N1
  -1.9	-1	107	0	2	-3.1	5	1	-18
28) CSc1ccc(/C=N/S(=O)(=O)c2ccccc2)cc1
  -2.5	9	107	-1	15	-1.9	-1	-5	2
29) Brc1cccc(CN2CCN(c3ncccn3)CC2)c1
  -1.2	4	107	-6	10	-1.9	-2	-4	9
30) CSc1ncccc1C(=O)N1CCN(S(=O)(=O)c2cc(C)ccc2C)CC1
  -1.2	6	103	-1	12	-0.6	-1	-33	12

Copied from the list.
For PfM18AAP inh, `CC1(C)Cc2ccccc2C(N/N=C/c2ccc([N+](=O)[O-])cc2)=N1` shows 5
For UBC9 SUMO inh, `N#Cc1nc(COc2ccccc2Cl)oc1NCc1ccc(F)cc1` shows 9
For NS3 helicase inh, `Cc1ccc(Nc2nc(-c3cccs3)cs2)nc1` shows -4

Other structures:
Under each structure: IMP-1 inh	MEKK2 mut-MEK5	MEKK2wt PB1 HTS	NS3 helicase inh	NALP1 yeast inh	VIM-2 inhibitor	PfM18AAP inh	DNA FID counter	UBC9 SUMO inh
31) Nc1c2c(nc3c1CCC3)CCCC2
  -2.8	5&-1	106&103	7	6	-4.2	-3	6	-4
32) CC(C)(C)c1ccc(CS(=O)(=O)CC(O)CN2CCCC2=O)cc1 (stereo not drawn)
  -2.4	3	100	1	-5	-2.6	-1	-12	8
33) CC(=O)Nc1ccc(N2C(=O)C3C4CC(=O)C(c5ccccc54)C3C2=O)cc1 (stereo not drawn)
  -3.2	x	x	-8	35	-1.2	-5	3	21
34) Cc1ccc2c(c1)c1ncnc(N3CCC4(CC3)OCCO4)c1n2C
  -4.5	7	103	0	12	6.9	1	-32	28
35) Cc1cc(C(=O)CSc2nncn2C)c(C)n1-c1ccccc1
  -0.9	-3	100	7	22	-1.9	-11	-9	13
36) COc1ccc(NS(=O)(=O)c2cccc(NC(=O)c3ccccn3)c2)cc1
  -0.4	-3	97	-12	-3	-1.9	10	-14	26
37) C/C(=N\NC(=O)c1ccccc1F)c1cccc(NC(=O)c2ccccc2)c1
  -6.1	4	99	0	-6	-3.4	8	-21	-3
38) Cc1ccc(N=Nc2c(O)ccc3n[nH]nc23)cc1
  -6.0	1	104	7	5	-2.8	20	-5	10
39) CCOc1ccccc1N(CC(=O)NC1CCCCC1)S(C)(=O)=O
  -3.1	-5	78	-4	0	-1.7	-1	-11	-4
40) COCCN(C(=O)CCCC(=O)Nc1ccccn1)C(C(=O)NC1CCCCC1)c1ccc(C)cc1 (stereo not drawn)
  0.1	5	109	5	24	-0.3	1	-33	24
41) Cn1c(=O)oc2cc(S(=O)(=O)N3CCC(C(=O)N4CCN(c5ccc(F)cc5)CC4)CC3)ccc21
  -1.5	-9	100	3	18	-1.0	-1	-32	0
42) Cc1cccc(-c2cc3nc4c(c(N5CCCC(O)C5)n3n2)CCC4)c1 (stereo not drawn)
  -2.7	1	100	0	19	-0.3	0	-30	16
43) O=C1CCc2ccccc2N1
  -2.3	1	100	-11	-8	-1.3	-7	0	12
44) C/C(=N\Nc1nc(N2CCCCC2)nc(N2CCOCC2)n1)c1ccccc1O
  -2.5	-7	96	-20	5	-5.1	11	-17	-21
45) O=C(NCc1csc2ccc(Cl)cc12)Nc1cccc2ccccc12
  -2.7	3	102	6	-1	-1.2	-5	-3	2
46) O=C(O)C(NS(=O)(=O)c1cccc2nsnc12)c1ccccc1 (stereo not drawn)
  -1.8	7	106	-12	16	0.0	-11	2	22
47) CC1Sc2ccc(S(=O)(=O)CCC(=O)N3CCN(c4ccccc4F)CC3)cc2NC1=O (stereo not drawn)
  -2.2	5	100	-2	9	-3.9	1	-50	0
48) O=C1C2C3C=CC(C3=C(c3ccccc3)c3ccccc3)C2C(=O)N1CCO (stereo not drawn)
  -1.0	-3	100	-14	18	-2.0	-1	-29	14
49) O=C(Nc1ccccc1N1CCCC1)c1cccnc1Cl
  -4.2	5	87	6	0	0.5	1	-1	20
50) COc1ccc(CNC(=O)COC(=O)c2ccc(OCc3c(C)noc3C)cc2)cc1OC
  -3.0	9	110	-1	42	-2.2	-3	-35	0
51) CCN(CC)S(=O)(=O)c1ccc(N2CCOCC2)c(NC(=S)NC(=O)c2ccco2)c1
  -1.8	-12	88	-9	0	-2.7	13	-35	-5
52) COCCNC(=S)Nc1ccccc1[N+](=O)[O-]
  -1.8	7	106	-1	13	-1.1	6	3	18
53) COc1ccc(Cl)cc1N(CC(=O)N(C)C)S(=O)(=O)c1ccc(C)c([N+](=O)[O-])c1
  -3.5	5	105	3	12	-1.6	5	-17	3
54) COc1ccccc1-c1cc(C(F)(F)F)nc(N2CCN(c3ccccc3)CC2)n1
  -4.0	-3	92	16	5	-0.7	-19	-4	-12
55) Cc1ccc(S(=O)(=O)NC(C(=O)N2CCOCCOCCOCC2)c2ccccc2)cc1 (stereo not drawn)
  -2.2	0	101	5	2	-0.1	1	-23	12

High-throughput results as filed in PubChem.
